# MEKK3 PB1 HTS = modulators of MEKK3-MEK5 PB1 binding, primary screen, biochemical, wildtype MEKK3, multiplex bead flow cytometry, Alexa488-MEK5. AID 1529, 2009. binding response (% of control), % at 10 µM. 290,000 compounds, 1.4% hits. bead-based flow cytometry, Alexa488-MEK5 binding to MEKK3; actives lie on both sides; 0 = blocked by unlabeled MEK5, 100 = vehicle. Mitogen-activated protein kinase kinase kinase 3 (Homo sapiens), Q99759;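 active = binding response more than 3 SD above or below the average of its plate-row segment, actives on both sides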;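 also: Alexa488 bead fluorescence after subtracting the streptavidin-only scavenger bead signal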
# Target sequence (Q99759 whole entry, looked up): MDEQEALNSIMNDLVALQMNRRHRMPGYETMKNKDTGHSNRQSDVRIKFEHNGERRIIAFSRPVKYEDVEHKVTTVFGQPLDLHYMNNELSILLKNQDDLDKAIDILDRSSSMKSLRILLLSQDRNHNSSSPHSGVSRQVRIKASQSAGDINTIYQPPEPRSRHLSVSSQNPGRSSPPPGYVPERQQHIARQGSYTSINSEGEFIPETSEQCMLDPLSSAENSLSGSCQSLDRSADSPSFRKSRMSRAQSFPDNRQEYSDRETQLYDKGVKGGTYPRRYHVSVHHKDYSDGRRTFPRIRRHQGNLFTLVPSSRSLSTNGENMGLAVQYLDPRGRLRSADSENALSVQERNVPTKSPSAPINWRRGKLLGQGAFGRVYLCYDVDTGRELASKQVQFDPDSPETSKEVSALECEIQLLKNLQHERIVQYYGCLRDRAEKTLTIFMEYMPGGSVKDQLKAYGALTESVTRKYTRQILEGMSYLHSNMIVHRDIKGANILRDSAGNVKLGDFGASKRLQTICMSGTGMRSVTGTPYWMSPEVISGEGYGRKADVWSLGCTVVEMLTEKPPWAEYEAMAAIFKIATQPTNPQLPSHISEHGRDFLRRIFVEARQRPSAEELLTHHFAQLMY
# M18AAP inhibitor = PfM18AAP inhibitors, malaria aminopeptidase, primary screen, biochemical, QFRET, recombinant enzyme. M18 aspartyl aminopeptidase (Plasmodium falciparum 3D7). H-Glu-NHMec fluorogenic cleavage. inhibition, % at 7.35 µM. 290,000 compounds, 1.2% hits. AID 1822, 2009;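 active = inhibition above the campaign mean inhibition over all tested compounds plus 3 SD, cut at about 28% in these data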;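 also: 0% = plate median of test compound wells and 100% = 2 mM ZnCl2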
# NALP1 inh = NALP1 inflammasome inhibitors in reconstituted yeast, colorimetric, S. cerevisiae, triplicate retest. inhibition, % at 10 µM. S. cerevisiae NALP1/ASC/caspase-1 growth, X-gal OD620, 72 h. 280,000 compounds, 0.61% hits; in the data active = inhibition mostly above about 24%, no sharp cut-off; inactive = mostly below about 32%; also: some compounds called inactive have numbers as strong as hits
# MEKK2wt PB1 HTS = modulators of MEK5 binding to wildtype MEKK2, primary screen, biochemical, multiplex bead flow cytometry, Alexa488-MEK5; Alexa488-MEK5 binding to MEKK2 WT; actives lie on both sides; binding response (% of control), % at 10 µM; 290,000 compounds, 1.1% hits; AID 1531, 2009; in the data active = binding response below about 67% or above about 130%
# PHOSPHO1 block = PubChem AID 1565 | recombinant PHOSPHO1, absorbance phosphatase assay | inhibition, % at 13.3 µM | 290,000 compounds, 1.1% hits; in the data active = inhibition above about 60%
# Target sequence (Q8TCT1 whole entry, looked up): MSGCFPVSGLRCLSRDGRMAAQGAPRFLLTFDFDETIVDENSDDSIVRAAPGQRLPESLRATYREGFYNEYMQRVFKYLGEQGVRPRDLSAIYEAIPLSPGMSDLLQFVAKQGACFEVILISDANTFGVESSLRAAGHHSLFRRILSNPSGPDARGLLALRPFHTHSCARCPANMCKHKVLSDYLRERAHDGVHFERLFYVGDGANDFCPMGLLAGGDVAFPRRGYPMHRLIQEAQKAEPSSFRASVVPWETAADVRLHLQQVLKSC
# OXTR ag = human OXTR agonists, primary screen, fluorescence, CHO-OTR cells, Fluo-8 calcium; 320,000 compounds, 0.32% hits; activation, % at 3 µM; Oxytocin receptor (Homo sapiens), P30559; Fluo-8 calcium fluorescence; normalized: DMSO 0%, oxytocin 100%;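 active = activation above the mean of all tested compounds plus 3 SD, cutoff set per screening run, cut at about 20% in these data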;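 also: peak over basal fluorescence ratio from a 100 s FLIPR kinetic read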
# MEKK2 mut-MEK5 = MEK5 binding signal on mutant MEKK2 PB1, primary screen, biochemical, multiplex bead flow cytometry, Alexa488-MEK5; Alexa488-MEK5 binding to MEKK2 mutant; percent response, % at 10 µM; 290,000 compounds, 0.35% hits; AID 1530, 2009; in the data active = percent response above about 24%, passing the limit was not always enough; also: inactives centre near 1; some results filed as inactive read as strong as hits; reference of the scale not given here
# FID counter = compounds displacing fluorescent DNA intercalator, primary screen, artefact control for HCV NS3 helicase inhibitor project, biochemical, FID fluorescence. AID 1845, 2009. 290,000 compounds, 0.17% hits. DNA fluorescent intercalator displacement. inhibition, % at 7.9 µM; in the data active = inhibition above about 37%;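 also: 0% = vehicle and 100% = reference compound; higher means more ethidium bromide displaced from hairpin DNA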
# GPR7 antag = GPR7 receptor antagonists, primary screen, cell-based, fluorescence, single concentration. Neuropeptides B/W receptor type 1 (Homo sapiens), P48145. 290,000 compounds, 1.1% hits. inhibition, % at 4.4 µM. GPR7-expressing cells, fluorescence antagonist assay; in the data active = inhibition above about 16%, passing the limit was not always enough;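 also: cells stimulated with the agonist NPW; 0% = agonist with vehicle and 100% = vehicle without agonist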
# * = called active by the depositor; nt = no result given. Rows are unselected, and some 6.2% of all compounds hit somewhere here.
SMILES,MEKK3 PB1 HTS,M18AAP inhibitor,NALP1 inh,MEKK2wt PB1 HTS,PHOSPHO1 block,OXTR ag,MEKK2 mut-MEK5,FID counter,GPR7 antag
CC(C)(C)c1cc(NC(=O)Nc2ccc(Cl)cc2Cl)no1,90,0,nt,96,32,0.0,-23,-4,-5
COc1ccc(C2C3=C(CC(C)(C)CC3=O)Nc3nc(C)nn32)cc1OC (stereo unspecified),99,3,-1,98,28,-0.2,3,-4,-5
O=C1C[C@@H](c2ccc(O[C@@H]3O[C@H](CO)[C@@H](O)[C@H](O)[C@H]3O)cc2)Oc2cc(O)ccc21,99,3,22,88,8,-0.4,2,1,8
COc1ccc(-c2cc(NC(=O)c3cncn3-c3ccccc3)ccc2OC)cc1,100,2,9,104,-8,-0.5,0,-22,1
COc1ccc(N2CCN(C(=O)CCCC3=NS(=O)(=O)c4ccccc4N3)CC2)cc1,101,0,-27,97,-4,-1.0,1,-8,-14
COc1cccc(/C=N/NC(=S)Nc2cccnc2)c1,99,18,-6,103,-46,-0.3,2,-14,-5
N#C/C(=C\Nc1ccccc1SC(F)(F)F)c1nc(-c2ccc(F)cc2)cs1,67,19,5,88,-2,0.7,-2,-5,8
CCc1[nH]nc(C(=O)N2CCCC(Nc3cccc(F)c3)C2)c1C (stereo unspecified),101,-2,10,105,27,0.2,3,-24,-2
O=C(CC1CCCCC1)Nc1nc2ccccc2s1,100,-6,11,97,37,-1.8,-2,-1,-11
CC(=O)Nc1ccc(S(=O)(=O)Oc2ccc(C(=S)N3CCC(O)CC3)cc2)cc1,90,4,21,94,2,-1.0,-3,2,7
COc1ccc(CCNC(=O)Nc2ccc3c(c2)OCO3)cc1OC,100,-3,2,98,18,-0.1,0,-4,5
CCN(CC)S(=O)(=O)c1ccc(NC2c3ccccc3C(=O)N2Cc2ccco2)cc1 (stereo unspecified),106,5,1,106,9,-0.8,7,-30,2
COc1ccc2nc(NC(=O)CS(=O)(=O)c3ccc(C)cc3)sc2c1,100,-5,26,98,18,4.4,3,-16,-13
Cn1nnnc1SCC(=O)NNC(=O)c1ccc(F)cc1,105,5,15,105,16,0.2,4,-3,-12
Cc1cc(-c2ccccc2)nc2cc(C(=O)NCc3ccco3)nn12,99,8,20,94,16,-1.7,3,-21,-15
CCC(CC)NC(=O)Cc1ccc(S(=O)(=O)N2CCOCC2)s1,102,-5,-11,99,2,-0.7,1,-1,-10
COCCCNC(=O)CSc1nc2ccc(N3CCOCC3)cc2c(=O)n1CCc1ccccc1,99,13,nt,95,nt,-0.4,1,-18,-5
Cc1cc(SCc2ccc(Cl)cc2)nc(=O)[nH]1,102,-4,-1,97,12,-0.1,3,-6,0
Cc1ccc(OCC(=O)OCC(=O)c2c(N)n(C)c(=O)n(C)c2=O)cc1C,97,-4,17,99,11,0.6,1,-12,1
OCCNc1nc(NCCC2=CCCCC2)nc(N2CCOCC2)n1,nt,2,21,nt,28,0.7,nt,-17,-6
FC(F)(F)c1nc2cc3nc4ccccc4[nH]c3cc2n1,88,-8,7,91,-8,4.5,-13,5,-12
CSc1ccc(C(=O)N2CCC(CCC(=O)NCc3ccc(F)cc3)CC2)cc1,102,-2,2,100,22,nt,4,-50,12
CN(C)/C=C/c1onc(-c2c(Cl)cccc2Cl)c1C#N,113,-2,12,106,36,-0.7,-1,-4,-7
O=C(NCc1ccc(Cl)cc1)c1ccc(-c2ccccc2C(F)(F)F)o1,100,0,17,93,23,-1.0,-4,-13,-5
O=C(N/N=C/c1ccco1)c1cc(-c2ccc(Br)s2)[nH]n1,100,-4,nt,91,23,1.6,-1,-5,-4
Cc1cccc(C)c1OCC(=O)NCc1nnc(SCC(=O)NC2CCCCC2C)n1C (stereo unspecified),100,-2,6,100,-11,-1.0,5,-11,-8
Nc1sc(-c2ccccc2)c(Cc2ccccc2)c1C(=O)O,125,-2,10,105,-7,-0.7,0,1,-8
O=C(COc1ccc2ccccc2c1Br)N1CCOCC1,103,15,-97,101,11,0.1,2,-13,-9
CCOC(=O)c1c(-c2ccc(OC)cc2)csc1/N=C/N(C)C,136*,11,30,105,16,-1.3,0,-7,-8
CCCCc1nnc(SCC(=O)Nc2nccs2)n1CC,103,-5,6,110,34,0.8,6,-15,-5
Cc1ccc(S(=O)(=O)Nc2ccc(S(=O)(=O)NC(C)(C)C)cc2)cc1,101,1,3,100,-7,2.4,-1,-10,14
O=C(Cn1cnc2c(nnn2Cc2ccccc2F)c1=O)OCc1ccccc1,nt,0,26*,nt,3,7.4,nt,-15,24
CC(=O)Nc1ccc2c(c1)nc1n2CCN(C2CCCCC2)C1,97,5,8,95,-12,nt,-7,-2,-4
CCOC(=O)c1cnc(-n2nc(C)cc2C)nc1N1CC(C)OC(C)C1 (stereo unspecified),100,-2,nt,103,nt,0.4,3,-28,-6
CCCCCc1c(O)nc(SCC(=O)NCC2CCCO2)[nH]c1=O (stereo unspecified),98,-6,18,106,22,2.3,4,-2,-10
CS(=O)(=O)N(CC(=O)NCCc1ccccc1)c1cccc([N+](=O)[O-])c1,86,-3,0,91,44,0.4,-2,-1,2
FC(F)C(F)(F)C1=CC(c2cccs2)=NCCN1,105,2,-1,110,-2,1.4,7,4,6
CCOC(=O)N1CCC(NC(=O)C2=C(C)C(=O)OC23CCC(C)CC3)CC1 (stereo unspecified),114,-1,-1,122,2,1.5,19,-18,-6
Cc1cccc(OCC(=O)NCC(=O)N/N=C/c2cc(Br)ccc2OCc2ccccc2)c1,95,-3,29,93,-2,1.2,-2,-8,-1
Cc1cc(C)c(S(C)(=O)=O)c(=O)[nH]1,99,1,-15,103,10,1.8,5,1,-13
CCOc1ccccc1CNCCOC,99,-1,10,101,38,0.8,0,3,-2
S=c1[nH]nc(-c2cccnc2)n1/N=C/C(Cl)=C\c1ccccc1,102,2,19,101,0,-1.2,0,-10,4
COc1cccc(/C=N/NC(=O)C(=O)NCc2cccnc2)c1OC,106,1,2,101,41,-2.2,-5,-7,-1
CCN(c1ccccc1)S(=O)(=O)c1ccc(Cl)c(NC(=O)CSc2nnc(C)s2)c1,101,8,0,102,17,-0.6,1,-27,-16
Oc1ccccc1C1OCC2(CO1)COC(c1ccccc1O)OC2 (stereo unspecified),107,-3,18,105,14,7.8,4,-5,-5
Cc1ccccc1C(OCC(O)CN1CCN(CCO)CC1)c1ccccc1 (stereo unspecified),101,4,-1,103,15,0.6,9,6,-1
Cc1ccc2oc(-c3ccco3)cc(=O)c2c1,95,0,2,96,45,-0.5,-5,-5,0
Nc1nc2ccccc2n1/N=C/c1ccc([N+](=O)[O-])s1,95,2,42,98,2,0.8,-2,0,-2
Cc1ccc(S(=O)(=O)N2CCCC2C(=O)OCc2nc3sc(C)c(C)c3c(=O)[nH]2)cc1 (stereo unspecified),101,0,18,97,-9,-1.4,-1,-18,-18
Cc1cccc2c1NC(=O)C21OCC(CO)([N+](=O)[O-])CO1 (stereo unspecified),108,-9,15,109,28,1.7,5,-2,-10

# Shown bar-delimited: entries from further up
Compound | MEKK3 PB1 HTS | M18AAP inhibitor | NALP1 inh | MEKK2wt PB1 HTS | PHOSPHO1 block | OXTR ag | MEKK2 mut-MEK5 | FID counter | GPR7 antag
CCOc1ccccc1CNCCOC | 99 | -1 | 10 | 101 | 38 | 0.8 | 0 | 3 | -2
S=c1[nH]nc(-c2cccnc2)n1/N=C/C(Cl)=C\c1ccccc1 | 102 | 2 | 19 | 101 | 0 | -1.2 | 0 | -10 | 4
COc1cccc(/C=N/NC(=O)C(=O)NCc2cccnc2)c1OC | 106 | 1 | 2 | 101 | 41 | -2.2 | -5 | -7 | -1
CCN(c1ccccc1)S(=O)(=O)c1ccc(Cl)c(NC(=O)CSc2nnc(C)s2)c1 | 101 | 8 | 0 | 102 | 17 | -0.6 | 1 | -27 | -16
Oc1ccccc1C1OCC2(CO1)COC(c1ccccc1O)OC2 (stereo unspecified) | 107 | -3 | 18 | 105 | 14 | 7.8 | 4 | -5 | -5
Cc1ccccc1C(OCC(O)CN1CCN(CCO)CC1)c1ccccc1 (stereo unspecified) | 101 | 4 | -1 | 103 | 15 | 0.6 | 9 | 6 | -1
Cc1ccc2oc(-c3ccco3)cc(=O)c2c1 | 95 | 0 | 2 | 96 | 45 | -0.5 | -5 | -5 | 0

# Continuation:
SMILES,MEKK3 PB1 HTS,M18AAP inhibitor,NALP1 inh,MEKK2wt PB1 HTS,PHOSPHO1 block,OXTR ag,MEKK2 mut-MEK5,FID counter,GPR7 antag
CCOc1ccc(N2CSC(=S)N(c3ccc(OCC)cc3)C2)cc1,102,3,-3,98,-18,-0.4,-2,-8,-6
Cc1cccc(S(=O)(=O)c2c(N)n(-c3ccccc3)c3nc4ccccc4nc23)c1,138*,-8,18,105,-12,2.4,0,0,-12
Cc1cc(C(=O)NC2CCCC2)c2ccccc2n1,100,-2,14,104,42,-0.5,0,-3,-25
Cc1ccc(Cl)cc1N1CCN(CC(=O)NC2CCCc3ccccc32)CC1 (stereo unspecified),97,-6,36,94,-1,-0.8,-3,-20,-2
Cc1cccc(N2CCN(C(=O)CNC(=O)c3cccc([N+](=O)[O-])c3)CC2)c1C,99,-1,16,96,-6,1.1,-5,-24,10
O=C(CN1CCCCC1)Nc1ccc(N2CCCCCC2)cc1,105,10,2,130,37,0.7,6,20,15
COc1ccc(Cl)cc1N(CC(=O)NC1CC1)S(=O)(=O)c1ccc(C)c([N+](=O)[O-])c1,99,-9,-12,96,21,-0.2,-7,-2,0
CCCNC(=O)NC(=O)COc1ccc2oc3ccccc3c2c1,101,7,-8,101,20,1.2,2,-7,5
CCCCOc1ccc(C(=O)N(CC)CC(=O)NCc2cccs2)cc1,103,-10,27,103,48,-1.4,1,-35,-6
CCOCCCNC(=S)NNC(=O)CCn1nc(C)c(Br)c1C,101,-6,-10,96,10,0.8,1,-10,-8
COc1ccc(C(=O)N2CCN(C(=O)CC(C)C)CC2)cc1OC,104,-6,8,101,-10,0.1,9,0,-12
Cc1ccccc1NCC(=O)N/N=C/c1c(C)c(C(=O)c2ccc(Cl)cc2)n2ccccc12,102,-1,18,99,-5,0.1,1,-2,4
O=C1NCCCC1C(=O)N1CCN(C(=O)c2ccco2)CC1 (stereo unspecified),102,-2,17,101,-7,0.6,1,4,-6
O=C(NNC(=O)c1cccc2ccccc12)c1ccccc1O,100,21,4,101,15,3.2,0,-4,-1
Cc1ccc(C(=O)COC(=O)C2CC(=O)N(c3nc(-c4ccccc4)cs3)C2)cc1 (stereo unspecified),103,2,-11,104,-16,0.2,1,-6,0
CCOC(=O)c1sc2nc(NC(=O)COc3ccccc3)sc2c1C,103,1,-2,110,11,0.1,6,-3,-6
COc1cc(/C=C2/CCc3ccccc3C2=O)cc(OC)c1OC,105,1,46,120,7,-2.9,20,-14,-21
COc1cc(-c2noc(-c3ccco3)n2)cc(OC)c1OC,108,0,4,113,-2,-3.0,3,-7,-3
Cc1c(-c2ccc(Br)cc2)nc2ccccn12,98,0,35,98,9,-2.7,-2,-3,1
Cc1ccc(NS(=O)(=O)c2ccc(F)cc2)nc1,106,-15,nt,107,nt,0.3,1,-4,12
COc1ccc(CCC(=O)NCc2ccc3c(c2)OCO3)cc1,106,2,5,97,19,-0.4,-2,-8,-13
O=C(N/N=C/c1ccc([N+](=O)[O-])cc1)c1cccc(N2CCCC2=O)c1,105,0,7,107,26,0.7,3,-18,-10
O=C(c1ccc(OC2CCN(Cc3cccc(OCCO)c3)CC2)cc1)N1CCCC1,91,16,-3,96,-15,-0.2,-4,20,9

# Screening data as filed in PubChem BioAssay.
